GLD-1 TGE inh – GLD-1/TGE RNA complex disruptors, primary screen, biochemical, fluorescence polarization | Female germline-specific tumor suppressor gld-1 (Caenorhabditis elegans), Q17339 | purified GLD-1 + fluorescein TGE RNA | inhibition, % at 5.96 µM | hit rate 0.44% among 320,000 | AID 2280, 2010;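 active means percent inhibition above a per-plate cutoff, the plate mean of test compounds plus 3 SD, cut at about 30% in these data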;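 further: 0% = DMSO wells with GLD-1 and probe and 100% = wells lacking GLD-1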
Target sequence (Q17339 whole entry, looked up): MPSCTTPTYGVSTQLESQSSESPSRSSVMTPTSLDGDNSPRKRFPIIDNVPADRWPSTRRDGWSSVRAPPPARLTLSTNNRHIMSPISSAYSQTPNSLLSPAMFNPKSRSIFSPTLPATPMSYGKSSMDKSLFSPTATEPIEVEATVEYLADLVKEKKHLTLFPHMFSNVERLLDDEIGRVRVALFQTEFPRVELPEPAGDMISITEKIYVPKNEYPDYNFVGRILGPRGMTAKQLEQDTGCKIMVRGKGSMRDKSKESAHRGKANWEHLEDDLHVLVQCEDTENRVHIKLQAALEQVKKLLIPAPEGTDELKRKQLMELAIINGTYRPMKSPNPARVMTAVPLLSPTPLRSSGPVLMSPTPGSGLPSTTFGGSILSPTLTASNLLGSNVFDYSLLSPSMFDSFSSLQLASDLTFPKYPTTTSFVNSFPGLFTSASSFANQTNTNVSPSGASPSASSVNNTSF
VLA-4 inh – inhibition in human VLA-4 binding assay, primary screen, VLA-4 allosteric modulator project, MLPCN library, flow cytometry, VLA-4 expressing cells; Integrin alpha-4 (Homo sapiens), P13612; ligand binding flow cytometry; inhibition, % (about 7 µM as worked out from the volumes in the protocol); hit rate 0.2% among 330,000; AID 2557, 2010; in the data active means inhibition above about 50%
Efflux pump inh – inhibitors of Candida efflux pumps in yeast, primary screen, S. cerevisiae, Nile Red, multiplex. S. cerevisiae Candida pump triplex. inhibition, % at 10 µM. hit rate 0.44% among 330,000. AID 485275, 2010;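 active means plate passing quality check with inhibition over a set limit, or well fluorescence over plate mean plus 4 SD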;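 further: Nile Red retained in pooled yeast measured as flow cytometry median fluorescence; 0% = buffer negative control and 100% = Enniatin B positive control; higher means more Nile Red kept so more efflux inhibition; some compounds called inactive have numbers as strong as hits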
BCLXL inh – inhibitors of human Bcl-xL, primary screen, biochemical, fluorescence polarization, HTS; inhibition, % at 10.9 µM; hit rate 0.7% among 320,000; Bcl-2-like protein 1 (Homo sapiens), Q07817; GST-Bcl-xL / FITC-Bim BH3 peptide fluorescence polarization;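 active means inhibition above the mean of all tested compounds plus 3 SD, cutoff set per campaign, cut at about 30% in these data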;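 further: 0% = DMSO wells and 100% = unlabeled Bim-BH3 peptide competitor; inhibitors lower millipolarization by displacing the labeled peptide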
Fam108B counter – mouse Fam108B serine hydrolase inhibitors, primary screen, counter-screen for RBBP9 inhibitor project, biochemical, fluorescence polarization. inhibition, % at 9.51 µM. hit rate 0.33% among 300,000. recombinant Fam108B, FP-Rh probe fluorescence polarization;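 active means inhibition above the screen mean inhibition plus 3 SD, computed separately per campaign, cut at about 18% in these data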;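 further: inhibitors lower polarization as less probe binds the enzyme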
PME-1 inh – PME-1 inhibitors via competitive probe labeling, primary screen, biochemical, fluorescence polarization, FP-Rh probe, HTS | Protein phosphatase methylesterase 1 (Homo sapiens), Q9Y570 | recombinant PME-1 | inhibition, % at 5.9 µM | hit rate 0.53% among 320,000;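 active means inhibition above the campaign mean of all compounds plus 3 SD, cut at about 26% in these data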;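 further: competitive labeling of PME-1 active site by serine hydrolase directed probe; 0% = PME-1 with DMSO and 100% = wells lacking PME-1 enzyme; inhibitors block probe labeling so polarization falls and inhibition rises; many of its hits are not listed in these tables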
MEX-5 binding – MEX-5 zinc finger RNA-binding disruptors – biochemical, C. elegans, fluorescence polarization, MLPCN library, primary screen; Zinc finger protein mex-5 (Caenorhabditis elegans), Q9XUB2; MEX-5/FITC-TCR2 RNA binding; hits give low values; activity score (negative = inhibition of binding), % at 10 µM; hit rate 0.38% among 300,000;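 active means inhibition past about -25% in most replicates, and total fluorescence under double the plate's negative control median, limit read from the data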;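 further: 0% = DMSO and -100% = 5 µM competing unlabeled TCR2 RNA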
Target sequence (Q9XUB2 whole entry, looked up): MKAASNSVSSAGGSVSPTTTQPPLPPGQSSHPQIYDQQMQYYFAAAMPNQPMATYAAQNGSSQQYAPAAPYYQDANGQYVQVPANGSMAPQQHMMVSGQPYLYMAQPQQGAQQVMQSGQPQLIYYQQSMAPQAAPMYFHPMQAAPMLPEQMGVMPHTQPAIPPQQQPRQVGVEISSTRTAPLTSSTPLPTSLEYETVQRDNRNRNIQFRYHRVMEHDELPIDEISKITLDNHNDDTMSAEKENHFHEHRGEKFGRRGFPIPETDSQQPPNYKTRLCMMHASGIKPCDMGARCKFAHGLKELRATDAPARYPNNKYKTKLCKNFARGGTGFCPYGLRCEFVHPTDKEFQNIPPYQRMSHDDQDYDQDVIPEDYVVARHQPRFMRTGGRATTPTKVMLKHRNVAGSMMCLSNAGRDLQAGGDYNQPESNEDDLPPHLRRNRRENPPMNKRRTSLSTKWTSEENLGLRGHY
MCL1-BIM inh – inhibitors of MCL1 binding to BIM-BH3, primary screen, biochemical, fluorescence polarization; Induced myeloid leukemia cell differentiation protein Mcl-1 (Homo sapiens), Q07820; AID 2057, 2009; hit rate 0.68% among 320,000; GST-MCL1 / FITC-Bim-BH3 fluorescence polarization; inhibition, % at 10.9 µM;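 active means inhibition above the mean inhibition of all tested compounds plus 3 SD, set per campaign, cut at about 40% in these data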;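 further: 0% = DMSO wells and 100% = unlabeled Bim-BH3 peptide control; higher means more loss of mP so more displacement of Bim peptide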
GRK2 aptamer HTS – compounds blocking aptamer binding on GRK2 – biochemical, human GRK2, bead flow cytometry, HTS, primary screen | Beta-adrenergic receptor kinase 1 (Homo sapiens), P25098 | FAM-aptamer displacement from GRK2 | hit rate 0.59% among 330,000 | inhibition of aptamer binding, % at 10 µM;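 active means inhibition of aptamer binding above 40%, roughly 3 SD of noise, on plates passing a quality check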;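 further: median bead fluorescence of bound FAM aptamer so fluorescent compounds give negative values; no value below 0 was filed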
* marks the source's active call; other numbers are inactive results; i = inactive; · = not tested or not shown. The list is partial; the hit share may differ from the screen's.

SMILES	GLD-1 TGE inh	VLA-4 inh	Efflux pump inh	BCLXL inh	Fam108B counter	PME-1 inh	MEX-5 binding	MCL1-BIM inh	GRK2 aptamer HTS
CN(C)/C=C/C(=O)c1ccc(Cl)cc1Cl	5	18	-0.2	4	1	0	2.7	-6	4
Cc1c(C(=O)NC(Cc2ccccc2)c2nc3ccccc3[nH]2)cccc1[N+](=O)[O-] (stereo not drawn)	5	-3	-0.1	-3	-3	-1	-2.5	-12	1
CC(C)[C@H](NC(=O)N1CCn2c1nc1ccccc12)C(=O)NCc1ccc2c(c1)OCO2	-2	9	0.0	7	-4	1	-1.3	3	2
Cc1c(-c2cccc(NC(=O)c3ccco3)c2)nc2ncccn12	-5	10	0.1	0	-1	-1	0.1	0	2
O=C(c1ccco1)N(Cc1cc2ccccc2[nH]c1=O)C1CCCCC1	1	0	-0.1	8	-3	1	-1.3	9	1
CC(OC(=O)c1ccc(Cl)c(S(N)(=O)=O)c1)C(=O)NCc1ccc2c(c1)OCO2 (stereo not drawn)	0	15	0.1	-7	-3	1	-2.9	-1	0
O=C(c1ccc(Br)s1)N1CCc2ccccc2C1	1	i	0.2	2	-5	8	-4.5	5	1
O=C(O)CCc1ccc(-c2ccccc2)n1-c1ccc(C(=O)O)cc1	-2	11	0.1	-2	0	-2	1.6	6	2
CC1(C(=O)OCC(=O)Nc2ccc(S(=O)(=O)N3CCOCC3)cc2)CC1(Cl)Cl (stereo not drawn)	3	3	-0.1	·	·	·	·	·	1
CC(C)(C)c1ccc(Oc2ccc(N)cn2)cc1	-18	-35	0.3	-15	4	3	1.8	-30	0
Cc1onc(-c2ccccc2)c1C(=O)N(Cc1ccccc1)C(C)C	6	1	0.1	5	-4	2	-0.4	5	4
Cc1nc(CSc2ccc(Cl)cc2)cc(N2CC(C)OC(C)C2)n1 (stereo not drawn)	0	2	0.2	4	2	0	-0.7	2	0
O=C(NC1CCSc2ccccc21)c1ccc(F)c(S(=O)(=O)N2CCOCC2)c1 (stereo not drawn)	-8	0	0.1	-1	1	9	1.9	-5	2
CCC(Sc1nc2ncnc(N)c2[nH]1)C(=O)O (stereo not drawn)	2	6	0.2	-1	-13	2	0.8	-12	1
Cc1cc(C)cc(NC(=O)c2cc(S(=O)(=O)N3CCCC3)cn2C)c1	-1	12	-0.1	3	-1	1	1.6	5	3
CN(C(=O)C1CCCN(c2ncnc3c2nc2n3CCCCC2)C1)c1cccc(Cl)c1 (stereo not drawn)	9	-16	0.3	0	5	-1	4.2	2	0
OCC1(CCOc2ccccc2)CCN(Cc2cn[nH]c2-c2ccc(F)cc2)CC1	6	5	-0.2	5	2	-1	3.5	0	1
CC(C)CC(NC(=O)CCl)c1ccccc1 (stereo not drawn)	6	·	0.0	5	3	10	2.2	5	6
COc1cccc(-c2cccc(NC(=O)C3CCN(C4CCC4)CC3)c2)c1	6	59*	0.0	4	-1	-4	-2.6	-3	1
CCOCCOC(=O)C1=C(C)Nc2ccc(C)cc2S1	2	-7	-0.1	5	2	8	2.9	4	0
COC(=O)[C@]1(C)N[C@H](CN(C)S(=O)(=O)c2ccc(-c3ccccc3)cc2)[C@@H]2C(=O)N(C)C(=O)[C@@H]21	-6	14	-0.4	·	·	·	·	·	0
CCN(CC)S(=O)(=O)c1ccc(N2CCOCC2)c(NC(=O)Cc2ccc(Cl)cc2)c1	-5	8	0.0	5	1	24	1.5	-7	0
Cc1ccc(CNC(=O)C2CC(c3cc(C(F)(F)F)cc(C(F)(F)F)c3)=NO2)o1 (stereo not drawn)	3	2	0.3	-4	0	-4	1.8	-9	6
COc1ccccc1NC(=S)NN1CCN(C)CC1	1	26	0.0	1	2	-4	0.8	5	0
CCc1ccccc1NC(=O)CC(c1ccc(OC)cc1)n1cccc1 (stereo not drawn)	3	-6	0.0	12	-1	-7	-0.1	7	1
O=C(CN1C(=O)c2cccnc2Oc2ccc(Cl)cc21)NC1CCCC1	1	9	-0.3	0	1	-1	-0.9	-1	2
COc1ccccc1NS(=O)(=O)c1cccc(C(=O)N2CCN(C/C=C/c3ccccc3)CC2)c1	0	-5	0.7	-3	3	6	1.9	-2	0
O=C(NNc1ncnc2c1cnn2-c1ccc(F)cc1)c1ccco1	-1	-1	0.1	-7	2	-4	-21	-8	0
Cc1c(C)n(CC(O)CNc2ccccc2)c2ccccc12 (stereo not drawn)	11	25	-0.2	2	3	0	0.1	4	2
CCOC(=O)CN1C(c2ccccc2O)Nc2ccc(Br)cc2C1c1ccccc1 (stereo not drawn)	1	-19	0.1	3	7	-3	-0.2	-3	5
CCN(Cc1ccncc1)C(=O)Cc1cccs1	2	18	-0.1	6	0	-8	-4.8	-13	1
CCCCn1c(N)c(N(CCOC)C(=O)CCCc2cccs2)c(=O)[nH]c1=O	-1	13	0.1	3	-2	3	-0.4	4	4
Cc1ccc(C(=O)N2CCC(C(=O)NCc3cccnc3)CC2)cc1	-7	7	0.0	5	1	3	-1.1	13	1
O=C(Nc1nncs1)C1CC(=O)N(C2CCCC2)C1 (stereo not drawn)	-3	9	-0.3	2	2	0	-2.9	6	0
COc1ccc(NS(=O)(=O)c2cccc(C(=O)Nc3cccc(C(=O)O)c3)c2)cc1	6	-5	0.0	4	1	-2	-0.1	68*	3
O=C(O)CC1S/C(=N\N=C2CCCCCCC2)N(c2ccccc2)C1=O (stereo not drawn)	3	8	0.0	2	-5	0	-11	2	0
O=C(NC1CC1)c1nc(Cn2ccc([N+](=O)[O-])n2)no1	0	-3	0.1	-2	-1	-8	0.3	-6	0
COc1ccc(Cl)cc1NC(=O)N1CCC(C)CC1	5	1	0.0	6	-2	7	-2.4	10	2
N/C(CC(=O)Nc1cccc(C(F)(F)F)c1)=N/O	-3	4	-0.1	1	-3	-4	1.6	0	0
CCCNC(=O)CS(=O)Cc1nc(-c2ccc(OC)cc2)oc1C (stereo not drawn)	8	15	0.0	7	6	-4	1.6	8	0
COc1ccc(S(=O)(=O)N2CCOCC2)cc1C(=O)NC1CCCCCC1	14	35	0.1	-4	·	5	·	-7	5
COC(=O)c1c(NS(=O)(=O)c2ccc3ccccc3c2)sc2c1CCCC2	-2	-2	0.2	-1	-3	4	-0.6	8	5
CSc1c(CC(=O)Nc2ccccc2Cl)n(Cc2ccccc2)c2ccccc12	-10	13	0.4	4	0	0	1.8	0	3
Cc1ccc(-c2csc(NC(=O)c3cccs3)n2)cc1	-4	25	-0.2	6	-15	-6	0.8	1	0
COc1ccc(/C=N/NC(=O)C2(C)NC(C)(C)Cc3ccccc32)cc1 (stereo not drawn)	-7	12	0.2	-1	1	4	0.3	5	0

Of the compounds above, these have a thiophene ring, fused or not:
SMILES	GLD-1 TGE inh	VLA-4 inh	Efflux pump inh	BCLXL inh	Fam108B counter	PME-1 inh	MEX-5 binding	MCL1-BIM inh	GRK2 aptamer HTS
O=C(c1ccc(Br)s1)N1CCc2ccccc2C1	1	i	0.2	2	-5	8	-4.5	5	1
CCN(Cc1ccncc1)C(=O)Cc1cccs1	2	18	-0.1	6	0	-8	-4.8	-13	1
CCCCn1c(N)c(N(CCOC)C(=O)CCCc2cccs2)c(=O)[nH]c1=O	-1	13	0.1	3	-2	3	-0.4	4	4
COC(=O)c1c(NS(=O)(=O)c2ccc3ccccc3c2)sc2c1CCCC2	-2	-2	0.2	-1	-3	4	-0.6	8	5
Cc1ccc(-c2csc(NC(=O)c3cccs3)n2)cc1	-4	25	-0.2	6	-15	-6	0.8	1	0

Reprinted at random: two records from the list
SMILES	GLD-1 TGE inh	VLA-4 inh	Efflux pump inh	BCLXL inh	Fam108B counter	PME-1 inh	MEX-5 binding	MCL1-BIM inh	GRK2 aptamer HTS
Cc1ccc(-c2csc(NC(=O)c3cccs3)n2)cc1	-4	25	-0.2	6	-15	-6	0.8	1	0
COc1ccc(Cl)cc1NC(=O)N1CCC(C)CC1	5	1	0.0	6	-2	7	-2.4	10	2

The list continues.
SMILES	GLD-1 TGE inh	VLA-4 inh	Efflux pump inh	BCLXL inh	Fam108B counter	PME-1 inh	MEX-5 binding	MCL1-BIM inh	GRK2 aptamer HTS
Cc1ccc2c(c1)N(CCC(=O)NC1CCCCC1C)C(=O)CO2 (stereo not drawn)	-1	-8	0.0	1	3	5	0.1	7	1
CCOc1ccccc1Nc1nc(N)nc(CN(C)C2CCCCC2)n1	10	0	0.0	2	2	1	·	2	0
CC1(C)C(=O)NCCN1C(=O)CCCC(=O)O	-4	-2	0.1	5	0	-1	-2.3	7	2
O=c1cc(CN2CCN(S(=O)(=O)c3ccccc3[N+](=O)[O-])CC2)nc2sccn12	5	-1	0.0	3	-3	-1	-0.2	-3	1
O=C(COC(=O)COc1ccccc1)NC1CCCc2ccccc21 (stereo not drawn)	6	1	-0.1	6	-2	5	0.7	6	0
CCc1nc(NCCCn2ccnc2)c2oc3ccccc3c2n1	-2	-2	0.0	5	-2	1	4.1	7	0
CC(C)NC(=S)N1CCN(C/C=C/c2ccccc2)CC1	3	9	0.1	0	-1	6	-0.8	14	0
CCOC(=O)/C(C#N)=C1\Nc2ccccc2N=C1N(CC(C)C)CC(C)C	-6	0	-0.1	-1	-6	0	-4.6	-11	6
N#CCCN(Cc1ccccc1)C(=S)Nc1ccc(F)cc1	3	11	0.1	1	-4	-3	·	9	2
CC(C)(C)c1nc2c(s1)CCc1onc(-c3ccc(Cl)cc3)c1-2	-5	·	·	2	0	1	0.9	5	·
COc1cc(/C=C/C(=O)OCC(=O)Nc2cc(C(F)(F)F)ccc2N2CCOCC2)ccc1O	-7	-10	-0.1	0	7	-1	-1.2	-3	1
CC(C)(C)c1ccccc1NC(=O)c1c(O)c2cccc3c2n(c1=O)CC3	5	8	0.2	2	-5	-7	2.9	3	0

Gathered by group, the compounds so far containing a tert-butyl group.
SMILES	GLD-1 TGE inh	VLA-4 inh	Efflux pump inh	BCLXL inh	Fam108B counter	PME-1 inh	MEX-5 binding	MCL1-BIM inh	GRK2 aptamer HTS
CC(C)(C)c1ccc(Oc2ccc(N)cn2)cc1	-18	-35	0.3	-15	4	3	1.8	-30	0
CC(C)(C)c1nc2c(s1)CCc1onc(-c3ccc(Cl)cc3)c1-2	-5	·	·	2	0	1	0.9	5	·
CC(C)(C)c1ccccc1NC(=O)c1c(O)c2cccc3c2n(c1=O)CC3	5	8	0.2	2	-5	-7	2.9	3	0

Assay outcomes: PubChem BioAssay, several laboratories
